APJ agonist: agonists of human apelin receptor APJ, primary screen, CHO-K1 cells, PathHunter beta-arrestin, luminescence | P35414 | activation, % at 20 µM | 0% DMSO wells, 100% apelin | 330,000 compounds, 0.11% hits;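 active = activation more than six SD over the plate average, tested at 20 µM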;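 note: 0% = DMSO alone and 100% = apelin-13 at 10 nM; some results filed as inactive read as strong as hits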
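Test system: CHO-K1 APJ beta-arrestin complementation cell line | Compound: Single test compound dose, 20 µM final, 1% DMSO | Incubation: Compound 90 min 25 °C, reagent 1 h | Measured by: beta-gal luminescence | Read-out basis: APJ–arrestin association signal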
UBC13 inh: UBC13 polyubiquitin chain formation inhibitors, primary screen, biochemical, TR-FRET, uHTS; Ubiquitin-conjugating enzyme E2 N (Homo sapiens), P61088; AID 485273, 2010; inhibition, % at 20 µM; 330,000 compounds, 0.47% hits; in the data active = inhibition above about 45%, passing the limit was not always enough
Target sequence (P61088 whole entry, looked up): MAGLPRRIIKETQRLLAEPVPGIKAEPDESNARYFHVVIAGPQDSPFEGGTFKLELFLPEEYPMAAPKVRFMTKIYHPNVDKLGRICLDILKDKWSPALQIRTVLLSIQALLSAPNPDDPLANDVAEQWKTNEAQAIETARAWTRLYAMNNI
ATG4B inh: ATG4B protease inhibitors, primary screen, biochemical, fluorescence, uHTS | Cysteine protease ATG4B (Homo sapiens), Q9Y4P1 | ATG4B cleavage of LC3-PLA2, NBD-HPC fluorescence, 1 h | inhibition, % at 8.33 µM | 340,000 compounds, 0.51% hits; in the data active = inhibition above about 40%
Gli-Sufu block: Gli-Sufu pathway antagonists, primary screen, luciferase luminescence, Sufu-KO-LIGHT cells, uHTS. Sufu-KO-LIGHT fibroblasts, Gli luciferase reporter luminescence. inhibition, % at 5 µM. 340,000 compounds, 0.74% hits. AID 588413, 2011;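 active = inhibition above about 55%, limit read from the data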;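 note: 0% = DMSO-treated cells and 100% = wells with medium but no cells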
EBI2 block: EBI2 receptor antagonists, beta-arrestin recruitment, primary screen, cell-based, luminescence, 7a,25-OHC stimulation, uHTS | 7a,25-OHC stimulated | inhibition, % at 5 µM | AID 651636, 2012 | G-protein coupled receptor 183 (Homo sapiens), P32249 | 360,000 compounds, 0.81% hits; in the data active = inhibition above about 38%;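 note: enzyme fragment complementation signal reports receptor beta-arrestin coupling in cells; 0% = agonist plus DMSO wells and 100% = wells without agonist; some results beyond the cut were filed as inactive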
Target sequence (P32249 whole entry, looked up, the tested form may be a part): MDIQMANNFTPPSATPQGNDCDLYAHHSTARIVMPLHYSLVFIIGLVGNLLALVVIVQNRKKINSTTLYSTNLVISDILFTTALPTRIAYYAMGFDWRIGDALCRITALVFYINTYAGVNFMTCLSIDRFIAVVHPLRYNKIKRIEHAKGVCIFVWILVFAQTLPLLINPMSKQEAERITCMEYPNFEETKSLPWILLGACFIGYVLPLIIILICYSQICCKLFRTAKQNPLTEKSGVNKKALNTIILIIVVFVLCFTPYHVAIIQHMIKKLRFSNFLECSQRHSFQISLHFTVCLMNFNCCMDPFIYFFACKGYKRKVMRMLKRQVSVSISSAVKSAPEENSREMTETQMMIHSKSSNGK
CCR6 antagonist: CCR6 receptor antagonists, primary screen, cell-based, CHO-K1, luminescence, beta-arrestin, uHTS | inhibition, % at 20 µM | CHO-K1 CCR6 PathHunter beta-arrestin, CCL20-stimulated | C-C chemokine receptor type 6 (Homo sapiens), P51684 | 340,000 compounds, 0.49% hits | AID 493098, 2011;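 active = compounds whose inhibition of the agonist-driven luminescence signal at 20 µM reaches about 50%, limit read from the data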;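 note: cells stimulated with CCL20 at 14 nM final; plate controls were DMSO with CCL20 for no effect and DMSO without agonist for full effect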
Target sequence (P51684 whole entry, looked up): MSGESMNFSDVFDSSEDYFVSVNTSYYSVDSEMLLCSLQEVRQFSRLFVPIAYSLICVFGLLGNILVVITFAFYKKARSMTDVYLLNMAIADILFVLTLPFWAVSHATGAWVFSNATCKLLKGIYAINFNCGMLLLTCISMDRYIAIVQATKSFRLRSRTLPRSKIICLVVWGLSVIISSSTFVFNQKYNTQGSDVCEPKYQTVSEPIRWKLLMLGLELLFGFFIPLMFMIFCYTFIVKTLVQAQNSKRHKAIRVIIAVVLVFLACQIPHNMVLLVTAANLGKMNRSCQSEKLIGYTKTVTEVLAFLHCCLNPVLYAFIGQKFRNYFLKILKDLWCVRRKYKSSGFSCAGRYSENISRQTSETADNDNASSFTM
APJ antag: antagonists of human apelin receptor APJ, primary screen, CHO-K1 cells, beta-arrestin complementation, luminescence | inhibition, % at 20 µM | 330,000 compounds, 0.32% hits;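 active = inhibition above about 40% at 20 µM, limit read from the data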;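 note: cells challenged with 10 nM apelin-13 agonist together with compound; plate controls were apelin-13 plus DMSO wells for no effect and DMSO wells lacking apelin-13 for full effect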
CXCR6 block: CXCR6 receptor inhibitors, primary screen, cell-based, beta-arrestin, luminescence, CHO-K1 PathHunter, 1536-well | inhibition, % at 20 µM | AID 602244, 2012 | C-X-C chemokine receptor type 6 (Homo sapiens), O00574 | 360,000 compounds, 0.36% hits; in the data active = inhibition above about 34%, passing the limit was not always enough;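 note: antagonist mode with CXCL16 agonist at 10 nM final; 0% = 10 nM CXCL16 with DMSO and 100% = unstimulated wells without agonist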
Starred values were filed as active, the others as inactive; x = no result given. Not a hit list. Share with any hit: about 3%.

SMILES	APJ agonist	UBC13 inh	ATG4B inh	Gli-Sufu block	EBI2 block	CCR6 antagonist	APJ antag	CXCR6 block
CCCN1CCN(C(=O)c2ccc3nc(CC)c(CC)nc3c2)CC1	-2.1	-6.2	2.4	24.0	4.2	4.5	13.6	-1.0
CSC1=NC2(CCCCC2)CC12C=CC(=O)C=C2	-1.5	-6.6	-4.3	-2.0	10.2	0.3	-13.2	1.0
Cc1ccc(NC(=O)CCc2c[nH]c3ccccc23)nc1	-1.7	6.1	2.7	-35.6	-0.7	0.4	14.0	6.8
Fc1ccc(C(c2nnnn2Cc2ccccc2)N2CCSCC2)cc1 (stereo unspecified)	-3.2	-1.7	-3.1	-9.7	14.1	1.6	2.2	5.0
CCC1CCCCN1C(=O)c1cc2c(=O)n3cccc(C)c3nc2s1 (stereo unspecified)	-0.1	13.7	-10.2	-14.5	-4.1	-6.0	13.3	1.9
COc1ccc(NC(=O)CNC(=O)Cc2ccccc2)cc1	-1.9	-1.5	-12.1	-20.7	-9.9	16.1	8.5	2.8
CC(c1ccccc1F)n1cc(C(=O)NCCCc2nc3ccccc3[nH]2)nn1 (stereo unspecified)	-1.1	-2.3	-7.4	-2.7	15.0	-1.1	-11.0	3.3
CCc1sc(C(=O)Nc2ncccc2C)cc1C	2.4	-2.5	-5.4	-16.6	-0.5	8.4	-11.7	5.9
OCCNc1ncnc2c1c(-c1ccccc1)c(-c1ccccc1)n2Cc1ccco1	-0.7	16.3	-11.9	0.4	6.3	4.4	-5.2	9.8
COc1ccc(N2C(=O)C(CN3CCN(C)CC3)C2c2ccccc2)cc1 (stereo unspecified)	-1.7	3.8	-11.7	12.0	7.4	0.5	-18.5	0.4
CCCc1ccc2oc(C(=O)NCCCN3CCOCC3)c(C)c2c1	3.9	0.3	-5.6	-24.0	-3.9	9.4	9.3	3.4
O=C(N/N=C/c1cc(Br)ccc1O)C(c1ccncc1)N1CCOCC1 (stereo unspecified)	3.3	1.5	-7.3	15.2	-0.6	-8.2	-13.5	-8.2
Cc1cc(C)n2nc(SCc3ccccc3C(=O)O)nc2n1	-2.0	2.1	-1.9	2.1	-5.6	5.3	9.3	5.2
CCOc1ccc(-c2nnn(CC(=O)NCc3ccccc3)n2)cc1	-2.1	-0.5	2.2	-11.4	10.9	0.2	9.5	-2.9
CCN(C(=O)Cc1c(C(=O)O)[nH]c2ccccc12)c1cc(OC)ccc1OC	1.9	-13.7	-7.4	13.4	-0.7	-26.0	-7.0	-6.0
O=C(NCCc1ccccn1)c1ccc(S(=O)(=O)N2CCCCCC2)cc1	-0.1	-7.9	-10.0	6.5	-2.3	-4.1	-2.3	3.4
O=C(COC(=O)c1ccc2ccccc2c1O)NCC(F)(F)F	-0.5	5.9	0.9	-6.3	-4.4	-4.0	-17.2	-4.1
COc1ccc(C2=NC(C)(C)Cc3cc(OC)c(OC)cc32)cc1	-0.1	7.8	-3.6	3.5	9.1	9.2	3.7	9.0
C/C(Cc1ccccc1)=N\NC(=O)CNC(=O)c1ccccc1F	-0.5	-4.2	-6.5	-14.9	-12.9	7.4	-2.1	-0.3
O=C(CN1C(=O)/C(=C\c2ccccc2Cl)Oc2ccccc21)NCc1cccnc1	-0.9	-3.3	-12.8	-8.1	2.2	3.3	1.4	9.7
CC(C)(C)CN1CCNC(=O)C1CC(=O)N1CCC(C(=O)N2CCOCC2)CC1 (stereo unspecified)	-2.7	0.9	-7.2	-20.6	-0.5	7.3	-2.2	-2.9
O=c1[nH]c(=O)n(C2C[C@H](O)[C@@H](CO)O2)cc1C(F)(F)F (stereo partly specified)	0.5	-12.7	-2.1	30.3	0.3	-6.8	-25.3	-3.0
CC1CN(CC(=O)NCc2ccccc2)CC(C)O1 (stereo unspecified)	-3.6	-1.5	3.3	-13.1	4.0	-20.1	6.2	7.0
COc1ccc(C2c3cc(OC)c(OC)cc3CCN2C(=O)c2ccccc2)cc1OC (stereo unspecified)	-2.2	1.5	-3.9	14.3	-9.4	9.9	17.7	6.0
O=C(COC(=O)c1cc([N+](=O)[O-])ccc1N1CCOCC1)NC1CCCCC1	-2.6	-5.4	-9.5	4.6	13.3	10.7	1.9	4.8
C=CCn1c(N)c(C(=O)OC(C)CC)c2nc3ccccc3nc21 (stereo unspecified)	x	x	-4.4	-17.0	7.8	19.4	x	12.3
Cc1cccc(C)c1NC(=S)N/N=C/c1ccc(OCCC(C)C)cc1	-7.9	0.5	-1.5	2.6	10.5	23.4	34.7	19.0
Cn1cnnc1SCC(=O)NC(=O)NC1CCCC1	-4.9	0.5	6.7	2.5	-9.0	17.4	11.3	-0.2
O=C(COc1coc(CN2CCc3ccccc3C2)cc1=O)Nc1cccc(Cl)c1	22.6	-5.6	-0.3	-40.8	-12.2	4.1	4.8	7.8
COc1cccc(CC(NC(C)=O)C(=O)NC2CCN(C(=O)c3ccc(Cl)cc3)CC2)c1 (stereo unspecified)	0.4	0.9	-11.9	1.0	-3.5	3.6	-4.0	-2.4
CCOc1ccc(-c2ccc(/C=C3/C(=N)N4C=CSC4=NC3=O)o2)c([N+](=O)[O-])c1	x	x	27.1	-12.7	-33.1	41.2	x	21.5
CCC(=O)Nc1c(C)nn(-c2ccc(C)c(C)c2)c1C	-3.4	-11.0	-3.8	-6.6	-11.5	14.4	5.7	-0.1
O=C(Cc1ccc(Cl)c(Cl)c1)Nc1cccc2ncccc12	-3.6	13.7	-0.8	-2.8	15.7	1.6	-6.9	3.3
CCc1ccc(N2CC(C(=O)NC3=NCCS3)CC2=O)cc1 (stereo unspecified)	10.1	-5.4	-7.6	6.4	-6.8	-6.8	-3.6	-4.5
COc1cccc(-c2nnc(-c3ccc(C(F)(F)F)cc3)o2)c1OC	-1.8	3.8	-4.8	-44.4	1.7	-6.4	4.0	-13.1
CCN1CCN(c2ccc(S(=O)(=O)N3CCCCC3)cc2NC(=O)C(C)Oc2ccc(F)cc2)CC1 (stereo unspecified)	7.9	-3.6	-7.7	21.4	15.8	9.6	6.5	9.6
Cc1ccc(NC(=O)CCS(=O)(=O)c2ccc3nc(C)sc3c2)cc1	-1.4	5.5	-2.5	0.9	3.5	1.4	7.5	-4.6
COC(=O)C1(CCSC)NC(c2ccco2)C2C(=O)N(C)C(=O)C21 (stereo unspecified)	-4.9	-1.9	-5.3	-6.6	-10.7	-2.4	13.1	4.2
CCc1nc(NCCN2CCOCC2)c2oc3ccccc3c2n1	-3.4	-3.7	-1.0	-5.1	2.3	-4.9	1.7	3.3
CC(Sc1nnc(Cn2c(=O)sc3ccccc32)n1C)c1ccccc1 (stereo unspecified)	-3.6	4.8	-0.6	-4.4	-0.1	7.8	19.2	7.5

Entries of single compounds from above:
CCOc1ccc(-c2ccc(/C=C3/C(=N)N4C=CSC4=NC3=O)o2)c([N+](=O)[O-])c1 across the screens: APJ agonist: x; UBC13 inh: x; ATG4B inh: 27.1; Gli-Sufu block: -12.7; EBI2 block: -33.1; CCR6 antagonist: 41.2; APJ antag: x; CXCR6 block: 21.5
CCN1CCN(c2ccc(S(=O)(=O)N3CCCCC3)cc2NC(=O)C(C)Oc2ccc(F)cc2)CC1 (stereo unspecified) across the screens: APJ agonist: 7.9; UBC13 inh: -3.6; ATG4B inh: -7.7; Gli-Sufu block: 21.4; EBI2 block: 15.8; CCR6 antagonist: 9.6; APJ antag: 6.5; CXCR6 block: 9.6
CCc1ccc(N2CC(C(=O)NC3=NCCS3)CC2=O)cc1 (stereo unspecified) across the screens: APJ agonist: 10.1; UBC13 inh: -5.4; ATG4B inh: -7.6; Gli-Sufu block: 6.4; EBI2 block: -6.8; CCR6 antagonist: -6.8; APJ antag: -3.6; CXCR6 block: -4.5

(further entries)
SMILES	APJ agonist	UBC13 inh	ATG4B inh	Gli-Sufu block	EBI2 block	CCR6 antagonist	APJ antag	CXCR6 block
Cc1onc(-c2ccccc2)c1C(=O)N/N=C/c1cc2c(cc1Cl)OCO2	-4.6	2.6	-12.3	6.7	9.3	7.1	-7.4	0.4
Cc1nc(NCC2CCCO2)nc2c1C(=O)CC(C)C2 (stereo unspecified)	-2.8	-1.4	-3.2	0.6	0.3	-11.9	-19.4	8.2
CCOC(=O)CNc1cccc(C(F)(F)F)c1	-2.9	8.7	-2.1	-3.9	-0.9	2.1	-27.1	0.6
CN(C(=O)c1cccs1)C1(C)CCS(=O)(=O)C1 (stereo unspecified)	2.2	2.2	-0.7	1.9	12.8	-6.2	13.5	6.7
COc1ccc(NC(=O)NCCCN2CCC(Cc3ccccc3)CC2)cc1	-3.3	-4.5	-6.8	10.9	12.2	11.5	1.2	3.2
C=CCNC(=O)c1cc(-c2ccncc2)nc2c(C)cc(C)cc12	-3.3	37.4	-13.7	14.7	27.8	5.3	-9.0	16.2
CCOC(=O)C1(CCOc2ccccc2)CCN(Cc2ccc(F)c(OC)c2)CC1	0.2	4.4	1.4	44.9	31.6	16.5	3.9	2.8
CCCn1c2c(c(=N)c3c1CCC3)CCC2	0.1	7.6	-0.9	20.6	0.2	3.7	-17.9	-0.6
CC(=O)c1nn(-c2cccc(Br)c2)cc1C(=O)c1ccc(C)cc1	-3.0	-18.3	-3.2	0.1	25.1	-3.9	-9.6	4.1
COc1cc(Br)c(C2CC(=O)Nc3cc(OC)c(OC)cc32)cc1OC (stereo unspecified)	-0.7	5.4	4.4	-1.4	-6.1	6.4	13.5	-6.3
CCC(C)c1ccccc1NC(=O)CN(C)CCOc1ccc(Cl)cc1 (stereo unspecified)	-3.3	0.5	5.5	2.8	15.4	13.2	15.3	-4.6
COc1ccccc1OCc1ccc(C(=O)N(C)c2ccccc2)o1	0.8	8.2	-3.1	7.4	7.2	11.5	-6.9	-15.0
O=C(CCNS(=O)(=O)c1ccccc1C(F)(F)F)N1CCN(S(=O)(=O)c2cccc(Cl)c2)CC1	1.8	-2.5	-19.2	3.0	2.9	-2.7	-2.9	-2.8
O=C(/C=C/N1CCN(Cc2ccccc2)CC1)C(F)(F)F	-2.6	-10.5	3.9	0.7	1.8	11.9	-3.7	0.0
Cc1nc(N2CCc3ccccc3C2)[nH]c(=O)c1Cc1ccccc1	0.8	0.3	3.2	-7.6	-3.9	-2.1	1.4	2.2
COc1ccc(-c2cc(C(=O)OCC(=O)c3cccc([N+](=O)[O-])c3)c3cc(C)ccc3n2)cc1	0.6	-10.7	0.8	-7.4	12.4	6.9	22.9	8.0
O=C(NCCc1ccc(F)cc1)c1n[nH]c2ccccc12	-3.0	1.6	5.7	-47.5	4.9	3.0	-0.8	5.6
CCC(CC)C(=O)c1c[nH]c(C(=O)NCc2ccccc2OC)c1	-0.3	6.7	-0.9	-1.3	12.2	9.4	10.4	-13.9
Cc1cccc(C)c1NC(=O)N1CCC(C(=O)c2ccc(F)cc2)CC1	-2.0	-1.2	-10.8	-8.7	-5.9	11.6	-18.9	-6.8
Cc1ccccc1N(C(=O)c1ccccn1)C(C(=O)NCc1ccccc1)c1cccnc1 (stereo unspecified)	-2.3	9.9	-0.9	11.2	-1.4	5.0	23.2	-1.0
COC(=O)[C@H](C)N(Cc1ccc(Cl)c(Cl)c1)S(=O)(=O)CCNC1CCCC1	x	x	-5.7	7.5	5.8	20.9	x	1.6
Cc1cc(NC(=O)CN2C(=O)c3ccccc3C2=O)no1	-5.3	1.1	-6.2	-1.0	-1.0	0.2	6.5	-5.2
COc1ccc2oc(C(=O)NCc3cc(OC)c(OC)cc3OC)c(C)c2c1	2.4	-4.1	-4.1	12.4	3.6	18.4	-26.2	-8.7
C=CCn1cc(C(=O)NCCCOC)c(=O)c2cc(S(=O)(=O)N(CC)CC)ccc21	-3.1	-10.0	-9.4	1.0	-3.8	-2.4	4.7	-5.9
